Bioassay records as filed in PubChem BioAssay.
HT1080NT lethal – kills 2HG-producing HT-1080-NT fibrosarcoma cells; 1.6% of 360,000 active; HT-1080-NT fibrosarcoma viability, CellTiter-Glo ATP luminescence, 48 h; Potency, µM (doses to about 46.1 µM), without a hit: top-dose activity, negative = less viability, most hits filed as cytotoxic;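 further: NT is the 2HG producing partner of a matched IDH1 knockdown line; potency means the concentration at half of the fitted maximal effect; 0% = DMSO-treated cells and -100% = media-only wells without cells; nearly all actives have a fitted effect of over 55% in size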
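HT-1080-NT; 750 cells/well; 5% FBS RPMI; 48 h compound, 37 degrees C; CellTiter-Glo luminescence; curve fitting and curve-class assignment.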
MCF10A rerep – DNA re-replication induction in MCF 10a cells; MCF 10A DNA re-replication, Hoechst nuclear intensity, 48 h; Potency, µM (doses to about 46.1 µM), inactives show at the highest dose activity, positive = re-replication, actives largely listed as activators; 2.9% of 350,000 active; AID 624296; further: potency means the concentration at half of the fitted maximal effect; % of control where 0% means no effect; nearly all actives have a fitted effect of over 50% in size
SW480 rereplic – inducers of DNA re-replication in SW480 colon cancer cells. SW480 DNA re-replication, Hoechst DNA content imaging, 48 h. Potency, µM (doses to about 46.1 µM), for inactives: top-dose re-replication activation, most hits filed as activators. 1.8% of 340,000 active. AID 624297; further: potency means the concentration at half of the fitted maximal effect; % of control where 0% means no effect; nearly all actives have a fitted effect of over 55% in size
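Cells (250 per well) received 23 nL compound or DMSO by pin tool and were kept 48 hr at 37 C, 5% CO2. Nuclei were then stained with Hoechst for 40 min and scanned for DNA content.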
WRN inhibitor – inhibitors of human WRN helicase; Q14191; WRN helicase unwinding, fluorescent forked duplex, kinetic; Potency, µM (doses to about 114 µM), inactives show at the top dose activity change, negative = inhibition, actives largely listed as inhibitors; 0.46% of 360,000 active; further: potency means the concentration at half of the fitted maximal effect; on the % scale 0 is the no-effect control and ±100 the full control effect; nearly all actives have a fitted effect of over 55% in size
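Enzyme (20 nM final) and test compound sit together 15 min at room temperature before substrate addition. Substrate is a single-forked duplex oligonucleotide (100 nM) labelled with fluorophore and quencher, with 2 mM ATP; helicase unwinding raises red fluorescence, read kinetically.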
KB-3-1 cytotox – kills parental KB-3-1 adenocarcinoma cells | KB-3-1 viability, CellTiter-Glo ATP luminescence, 72 h | AID 1347075 | 1.4% of 400,000 active | Potency, µM (highest dose often 46.1 µM), for the others: at the top dose activity change, negative = cytotoxic, hits mostly cytotoxic; further: potency means the concentration at half of the fitted maximal effect; on the % scale 0 is the no-effect control and ±100 the full control effect; nearly all actives have a fitted effect of over 60% in size
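KB-3-1 cells, DMEM (no phenol red) + 10% FBS; compound by pin transfer, 72 h, 37 °C. Readout: CellTiter-Glo luminescence after 10 min. Data normalized, curve-fitted.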
IL1B secr inh – blocks inflammasome-driven IL-1 beta release; THP-1 LPS/ATP IL-1B secretion, AlphaLISA, 16 h; hits give low values; activity change, % at 57.5 µM; 4.7% of 360,000 active; AID 743279; in the data active means activity change below about -50%; inconclusive means mostly about -30% to -49%; further: on the % scale 0 is the no-effect control and ±100 the full control effect
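Secreted IL-1B measured by AlphaLISA bead assay after 16 h compound exposure of THP-1 cells; compounds (final up to 57.5 uM) added 1 h before LPS (250 ng/mL) and ATP (1.25 mM) stimulation; lower signal means less secretion.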
KB-V1 cytotox – KB-V1 MDR subline cytotoxicity | KB-V1 MDR cells viability, CellTiter-Glo, 72 h | Potency, µM (series often up to 46.1 µM), for the others: top-dose activity change, negative = cytotoxicity, most hits filed as cytotoxic | 3.4% of 400,000 active | AID 1347076; further: potency means the concentration at half of the fitted maximal effect; on the % scale 0 is the no-effect control and ±100 the full control effect; nearly all actives have a fitted effect of over 60% in size
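qHTS viability screen in drug-selected KB-V1 MDR cells: 72 h compound treatment at 37 degrees C, ATP luminescence end point.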
ATXN2 expr inh – inhibitors of ATXN2 expression; HEK-293 ATXN2-luciferase reporter, luminescence, 24 h; Potency, µM (series often up to 57 µM), for the others: top-dose activity change, negative = inhibition, usual class: inhibitors; 0.72% of 360,000 active; AID 1745845; further: potency means the concentration at half of the fitted maximal effect; on the % scale 0 is the no-effect control and ±100 the full control effect; nearly all actives have a fitted effect of over 55% in size
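qHTS (up to 57 uM final) was run with 24 h compound exposure of reporter cells at 37 °C. Each well was multiplexed: SteadyGlo luminescence measured ATXN2-luciferase expression after a fluorogenic Gly-Phe-AFC viability readout (25 uM final).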
HT1080 IDH1KD tx – toxicity to HT-1080 IDH1 knockdown cells (counter line); Potency, µM (series often up to 46.1 µM), inactives show at the highest dose activity, negative = toxicity, actives largely listed as cytotoxic; 2% of 360,000 active; AID 686971; HT-1080 IDH1 knockdown viability, ATP luminescence, 48 h;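 further: potency means the concentration at half of the fitted maximal effect; 0% = DMSO wells and -100% = cell-free medium wells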
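Viability of IDH1-knockdown HT-1080 fibrosarcoma cells was assessed by CellTiter-Glo after 48 h at 37 °C with titrated compound; concentration-effect curves were classified by fit quality and response size.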
Active calls of the source: *; ? = inconclusive; · = not tested or not shown; [ ] = remark or other dose. Unless noted, the call rests on the fitted dose curve; in most records, active means well fitted curve in the direction sought with a large enough effect; inconclusive means small, poorly fitted or top-dose-only effect, or another doubt; inactive means no such curve, though single readings can be large; an effect the other way counts as inactive or inconclusive.

smiles,HT1080NT lethal,MCF10A rerep,SW480 rereplic,WRN inhibitor,KB-3-1 cytotox,IL1B secr inh,KB-V1 cytotox,ATXN2 expr inh,HT1080 IDH1KD tx
COc1ccc(CNC(C)C2COc3ccccc3O2)c(OC)c1 (stereo not drawn),-10%,4%,7%,2%,-25%,-18,-11%,-23%,-6%
Oc1ccc(Br)cc1CNc1cccc2cccnc12,?,?,?,5%,-5%,-10,-10%,?,?
O=C(COC(=O)Cn1[nH]c(=O)c2ccccc2c1=O)NNC(=O)c1ccc(Br)cc1,-3%,6%,-4%,3%,-17%,-8,2%,2%,0%
Cc1cccn2c(=O)c3cc(C(=O)NCCc4ccccc4)c(=N)n(CC4CCCO4)c3nc12 (stereo not drawn),4%,?,-5%,5%,-28%,17,-4%,-18%,2%
COc1ccccc1Nc1nc(N(C)c2ccccc2)nc(N)c1[N+](=O)[O-],21%,1%,-33%,2%,2%,14,17%,·,21%
C=CCNC(=O)c1c(CSc2ccc(F)cc2)noc1C(=O)NCCC,10%,-3%,-11%,-1%,0%,12,-5%,7%,5%
O=C(O)CCCNS(=O)(=O)c1cccc2nsnc12,19%,0%,-35%[inhibitor],3%,0%,-1,22%,-1%,20%
CCn1cc(S(=O)(=O)Nc2ccc(Cl)cc2F)cn1,2%,0%,9%,-2%,-2%,4,-5%,10%,-1%
COc1ccc(CCNC(=O)CCc2nc3sc4c(c3c(=O)[nH]2)CCCC4)cc1,0%,5%,-14%,-28%,-2%,68,-10%,-3%,-4%
O=C(NCc1ccccc1)C(c1cccc2ccccc12)n1c(=O)c(-c2cc3ccccc3[nH]2)nc2ccccc21 (stereo not drawn),-2%,·,·,-4%,-17%,55,-8%,·,-12%
COc1cc(CNCc2ccncc2)cc(OC)c1OC,-2%,-4%,-8%,9%,-2%,-13,-2%,·,-1%
COc1ccc(OC)c(NC(=O)c2cccc(N3C(=O)C4C5C=CC(C6CC56)C4C3=O)c2)c1 (stereo not drawn),?,24%,-10%,-4%,-22%,-3,?,·,-5%
COC(=O)C1CN(C(=O)COc2ccc(Cl)cc2C)c2ccccc2O1 (stereo not drawn),20%,7%,-1%,-6%,-4%,-3,27%,14%,11%
Cc1ccc(C)c2[nH]c(=O)c(CCNC(=O)c3cccs3)cc12,18%,1%,3%,7%,-5%,-20,-1%,-4%,5%
Cn1cc(CNCC2CCCO2)c(-c2ccc(Oc3ccccc3)cc2)n1 (stereo not drawn),-24%,6%,-9%,1%,1%,-3,0%,-9%,?
Cc1ccc(NC(=O)N2CCSc3ccccc32)cc1,0%,-3%,1%,1%,-16%,-10,-17%,16%,-3%
CCCn1c(Nc2cccc(OC)c2)nc2ccccc21,3%,6%,2%,9%,-8%,-17,-2%,·,4%
CC(C)(C)c1cc(-c2ccco2)c(C#N)c(SCC#N)n1,-24%,22%,2%,10%,1%,0,-3%,-2%,-23%
COc1ccc(-c2ccc3c(c2)C2CC3CCN2S(=O)(=O)c2ccccc2C)cc1 (stereo not drawn),2%,0%,8%[9.22 µM],-3%,?,53,0%,-25%,-9%
COc1ccc(OC)c(S(=O)(=O)N2CCN(C34CC5CC(CC(C5)C3)C4)CC2)c1,-5%,?,1%,-2%,-3%,-1,-14%,-17%,-10%
COC(=O)CN1C(C)=Nc2ccc(Br)cc2C1c1ccccc1 (stereo not drawn),-9%,-10%,-1%,-1%,0%,-27,-9%,-11%,-1%
CCc1cc2c(=O)c(-c3nc4ccccc4n3C)c(C)oc2c(CN(CC)CC)c1O,1%,-3%,-4%,4%,4%,2,2%,-11%,-4%
O=C(COC(=O)c1ccc(S(=O)(=O)NCc2ccco2)cc1)NCc1ccccc1,15%,0%,2%,-9%,4%,34,0%,5%,12%
CCC(Cc1ccccc1)NC(=O)CN(C)S(=O)(=O)c1ccc2c(c1)c(=O)n(C)c(=O)n2C (stereo not drawn),4%,0%,-8%,-6%,16%,-5,9%,-5%,1%
COC(=O)c1cc(C#N)c(Oc2cccc(C)c2C)nc1C,1%,1%,-8%,-10%,10%,4,-10%,-12%,5%
CC(=O)NC1=NN(C(C)=O)C(C)(c2ccco2)S1 (stereo not drawn),?,?,?,5%,?,31,?,-1%,23µM*
CC1=CC2=NC(=O)/C(=C\c3cc(C)n(-c4ccc(F)cc4)c3C)C(=N)N2O1,-12%,?,?,-2%,4%,-5,-29%,-3%,-2%
Cc1cccc(C(=O)Nc2ccc(N3CCN(c4ccc(C(F)(F)F)cn4)CC3)nc2)c1,-6%,-3%,-8%,3%,3%,16,12%,-16%,8%
CC(C)c1ccccc1OCC(=O)N(C)CC(=O)Nc1ccc(F)cc1,-19%,11%,0%,-4%,15%,-22,-39%,-5%,-22%
COc1cccc(C(=O)NC(=O)Nc2cc(C)on2)c1,1%,0%,-1%,-3%,-4%,-14,-9%,29%,3%
CC(C)Oc1ccc(CSC(=N)N)cc1,?,6%,1%,-4%,2%,15,-18%,-11%,-6%
CCOC(=O)c1cn(Cc2ccccc2)nn1,3%,10%,1%,-12%[57.1 µM],-2%,15,2%,1%,1%
CCOC(=O)c1ccc(NC(=O)CSc2nnc(CC)o2)cc1,?,1%,9%,11%,5%,-10,5%,-11%,?
COc1ccc(S(=O)(=O)N2CCOCC2)cc1NC(=O)c1c(C)noc1C,11%,·,·,12%,6%,3,-13%,·,6%
COc1ccc(N2CCN(c3ccc(S(=O)(=O)N(C(C)C)C(C)C)cn3)CC2)cc1,13%,8%,-12%,7%,-1%,6,0%,-21%,9%
O=C(COC(=O)Cn1cnc2ccccc2c1=O)Nc1cc(Cl)ccc1[N+](=O)[O-],1%,10%,0%,-5%,12%,-14,4%,7%,3%
COc1ccc(-c2nc(SC)n(C)c(=O)c2C#N)cc1OC,1%,?,1%,-29%,16%,-76*,-4%,-16%,1%
COC(=O)c1ccccc1S(=O)(=O)N1CCC(C(=O)OC(C)C(=O)N(C)Cc2ccccc2)CC1 (stereo not drawn),8%,2%,-1%,9%,-11%,-4,-28%,-6%,3%
O=C([C@@H]1CCCN1C(=O)c1cccs1)N1CCN(S(=O)(=O)c2ccccc2F)CC1,-9%,2%,-13%,2%,5%,-13,-2%,·,9%
Cc1ccc(C(=O)CCC(=O)OCC(=O)Nc2c(C)nn(-c3ccccc3)c2C)cc1,5%,12%,-3%,2%,10%,5,23%,7%,-1%
CCCC(=O)Nc1cccc(-c2nc3cc(C)c(C)cc3o2)c1,-4%,?,6%,10%,-9%,1,-12%,27%,0%
CCc1nc2ccccc2c2nc3ccccc3n12,-27%,14%,18%,-7%,?,-1,?,25%,?
CCCCNC(=O)C[C@@H]1C[C@@]2(C(=O)OCC)CCC=C2N(Cc2ccc(Cl)cc2Cl)C1=O,?,·,·,-9%,?,?,0%,-29%,?
CC(=O)Nc1cccc(-c2nn[nH]n2)c1,13%,?,-8%,-10%,-1%,7,19%,-7%,9%
COC(=O)c1cc(OC)c(OC)cc1NC(=S)N1CCC(C(N)=O)CC1,10%,16%,3%,0%,0%,-3,-1%,8%,4%
O=C(Nc1ccc(F)cc1F)NC1CCCc2ccccc21 (stereo not drawn),0%,1%,2%,-2%,0%,26,29%,5%,0%
CCC(C(=O)NCCCc1ccccc1)c1ccccc1 (stereo not drawn),8%,-1%,-2%,-4%,5%,-13,?,-27%,9%
N#Cc1c(-c2cccs2)cc(-c2cccnc2)nc1N,7%,11%,-13%,2%,?,35,?,9%,5%

Of the compounds above, seven contain fluorine:
smiles,HT1080NT lethal,MCF10A rerep,SW480 rereplic,WRN inhibitor,KB-3-1 cytotox,IL1B secr inh,KB-V1 cytotox,ATXN2 expr inh,HT1080 IDH1KD tx
C=CCNC(=O)c1c(CSc2ccc(F)cc2)noc1C(=O)NCCC,10%,-3%,-11%,-1%,0%,12,-5%,7%,5%
CCn1cc(S(=O)(=O)Nc2ccc(Cl)cc2F)cn1,2%,0%,9%,-2%,-2%,4,-5%,10%,-1%
CC1=CC2=NC(=O)/C(=C\c3cc(C)n(-c4ccc(F)cc4)c3C)C(=N)N2O1,-12%,?,?,-2%,4%,-5,-29%,-3%,-2%
Cc1cccc(C(=O)Nc2ccc(N3CCN(c4ccc(C(F)(F)F)cn4)CC3)nc2)c1,-6%,-3%,-8%,3%,3%,16,12%,-16%,8%
CC(C)c1ccccc1OCC(=O)N(C)CC(=O)Nc1ccc(F)cc1,-19%,11%,0%,-4%,15%,-22,-39%,-5%,-22%
O=C([C@@H]1CCCN1C(=O)c1cccs1)N1CCN(S(=O)(=O)c2ccccc2F)CC1,-9%,2%,-13%,2%,5%,-13,-2%,·,9%
O=C(Nc1ccc(F)cc1F)NC1CCCc2ccccc21 (stereo not drawn),0%,1%,2%,-2%,0%,26,29%,5%,0%
